# CDK5 inh – blocks human CDK5/p35 kinase activity; Q00535+Q15078; Recombinant CDK5/p35, ADP-Glo luminescence, 60 min; inhibition, % at 10 µM; actives 0.01% (n = 330,000);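 active = highest replicate inhibition of at least 50% and at least 75% of replicates reaching 50%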;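 also: plate controls were DMSO neutral control for no effect and GW8510 at 10 µM for full effect; many of its hits are not listed in these tables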
# HTR5A inv ag – counter-screen for OPRM1-OPRD1 inverse agonists: human HTR5A inverse agonism; inhibition, % at 9.3 µM; HTR5A cell line, luminescence; P47898; actives 0.083% (n = 340,000); in the data active = inhibition mostly above about 23%, no sharp cut-off; inactive = mostly below about 18%;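 also: 0% = cells with DMSO and 100% = no-cell wells with DMSO; some compounds called inactive have numbers as strong as hits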
# V-ATPase pHluor – regulators of yeast V-ATPase proton transport; response, % at 10 µM; AID 504577; S. cerevisiae, pHLuorin cytosolic pH fluorescence; actives 0.37% (n = 350,000); in the data active = response mostly above about 7.3%, no sharp cut-off; inactive = mostly below about 5.4%; also: actives read high; inactives centre near 0; some compounds called inactive have numbers as strong as hits; reference of the scale not given here
# PvdQ inh – P. aeruginosa PvdQ acylase inhibition. inhibition, % at 10 µM. actives 0.063% (n = 340,000). purified PvdQ acylase, fluorescence plate reader; in the data active = inhibition above about 30%, passing the limit was not always enough;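 also: 0% = vehicle neutral wells and 100% = reference inhibitor wells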
# SR-BI HDL uptake – blocks mouse SR-BI lipid uptake from DiI-HDL. Q61009. ldlA[mSR-BI] CHO cells, DiI-HDL uptake fluorescence, 3 h. inhibition, % at 12.5 µM. actives 0.96% (n = 320,000);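 active = mean replicate inhibition of at least 70% and a set share of replicates each scoring 70 or more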;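 also: 0% = median of neutral control wells and 100% = median of positive control wells; values of inactives mirror those of a sister screen read the other way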
# Target sequence (Q61009 whole entry, looked up): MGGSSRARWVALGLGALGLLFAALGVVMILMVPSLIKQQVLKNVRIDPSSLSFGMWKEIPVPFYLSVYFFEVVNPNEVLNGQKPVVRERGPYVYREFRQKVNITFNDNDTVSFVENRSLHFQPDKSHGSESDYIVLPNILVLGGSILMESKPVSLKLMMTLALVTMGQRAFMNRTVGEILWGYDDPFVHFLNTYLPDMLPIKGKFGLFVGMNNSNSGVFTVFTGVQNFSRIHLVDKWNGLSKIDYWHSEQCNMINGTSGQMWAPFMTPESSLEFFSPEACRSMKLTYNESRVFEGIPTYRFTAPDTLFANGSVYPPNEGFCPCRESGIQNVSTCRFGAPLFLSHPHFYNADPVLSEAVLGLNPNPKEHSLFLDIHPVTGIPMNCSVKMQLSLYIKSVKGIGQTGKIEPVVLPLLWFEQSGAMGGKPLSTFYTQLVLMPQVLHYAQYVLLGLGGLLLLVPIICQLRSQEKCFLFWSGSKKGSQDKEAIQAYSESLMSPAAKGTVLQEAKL
# HTR5A ag – HTR5A agonism, opioid heterodimer counter-screen. P47898. HTR5A agonist assay, luminescence, cell-based. activation, % at 9.3 µM. actives 0.61% (n = 340,000); in the data active = activation mostly above about 9.5%, no sharp cut-off; inactive = mostly below about 7.6%;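 also: 0% = cells with vehicle only and 100% = reference agonist; strong numbers were not always called active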
# dFosB act – activators of mouse delta FosB homodimer. P13346. purified delta FosB, TAMRA-CDK5 oligo fluorescence polarization; percent of positive-control signal above neutral wells. activation, % at 25 µM. actives 0.99% (n = 340,000). AID 493131;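 active = mean activation above about 17%, with every replicate also reaching it, limit read from the data, passing the limit was not always enough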;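 also: fluorescence polarization rise as delta FosB binds a TAMRA Cdk5 AP-1 oligo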
# Target sequence (P13346 whole entry, looked up): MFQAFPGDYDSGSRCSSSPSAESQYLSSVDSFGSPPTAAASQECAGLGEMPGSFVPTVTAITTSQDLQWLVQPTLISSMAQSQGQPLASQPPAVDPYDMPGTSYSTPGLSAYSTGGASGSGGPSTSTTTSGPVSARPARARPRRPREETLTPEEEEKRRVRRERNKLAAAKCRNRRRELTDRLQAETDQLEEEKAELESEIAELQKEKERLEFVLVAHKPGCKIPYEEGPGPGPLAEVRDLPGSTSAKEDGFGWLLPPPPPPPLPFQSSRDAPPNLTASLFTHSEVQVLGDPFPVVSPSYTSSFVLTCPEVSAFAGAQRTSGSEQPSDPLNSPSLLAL
# Wnt bcat act – activates Wnt/beta-catenin signaling in a reporter cell assay | activator, plate reader | activation, % at 9.35 µM | actives 1.2% (n = 300,000); in the data active = activation above about 30%, passing the limit was not always enough;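 also: 0% = neutral control wells and 100% = positive control wells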
# NSD2 HMT inh – NSD2 (human) methyltransferase inhibition; O96028; inhibition, % at 12.5 µM; NSD2 peptide methylation, AlphaScreen, 120 min; actives 0.54% (n = 310,000); AID 743445; in the data active = inhibition above about 50%
# MITF act – activators of MITF-driven TRPM1 promoter activity in SK-MEL-5 cells; actives 0.75% (n = 300,000); AID 588334; SK-MEL-5 TRPM1-promoter luciferase, 24 h; % of positive control, neutral wells = 0; activation, % at 12.5 µM;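 active = mean activation of at least 80% with every replicate also reaching 80%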;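 also: 0% = neutral control wells and 100% = parthenolide positive control wells; values of inactives mirror those of a sister screen read the other way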
# * = called active by the depositor; x = no result given.
SMILES,CDK5 inh,HTR5A inv ag,V-ATPase pHluor,PvdQ inh,SR-BI HDL uptake,HTR5A ag,dFosB act,Wnt bcat act,NSD2 HMT inh,MITF act
Cc1ccc(S(C)(=O)=O)cc1C(=O)NC(C)C1CC2CCC1C2 (stereo not given),0.7,-12,2,-8,x,4,-1,-1,-4,15
COCCNC(=O)COC(=O)c1[nH]c(C)c(C(C)=O)c1C,-1.0,25,-5,4,-17,1,0,x,0,-9
Cc1nn(C)cc1CN(C)C(=O)c1cc(-c2ccccc2)nc2ccc(Br)cc12,0.4,-1,-1,-14,22,-3,-15,5,4,21
Cc1ccc(NC(=O)Cn2cnc([N+](=O)[O-])c2)cc1C,1.7,-12,0,-3,5,3,-3,-1,1,-11
O=C(CSc1nc2ccc(NC(=O)CSc3nnnn3-c3ccccc3)cc2s1)Nc1ccccc1,1.4,-7,1,-7,14,6,10,-10,2,-8
COc1cccc(N=c2oc3cc(O)ccc3cc2C(=O)NCC2CCCO2)c1 (stereo not given),1.1,-12,-1,-4,37,5,1,-1,0,29
COc1cccc(C2C(C(=O)c3cc4cccc(OC)c4o3)=C(O)C(=O)N2c2cc(C)on2)c1OC (stereo not given),-1.0,-8,-3,-1,-19,3,3,x,2,-6
CN1/C(=C\C(=O)COc2ccc3c(c2)OCO3)C(C)(C)c2ccccc21,-2.9,18,-1,-9,0,14*,7,x,-4,2
Cc1cc(C(=O)NP(=O)(N2CCOCC2)N2CCOCC2)c(C)n1-c1ccc(N(C)C)cc1,0.8,-6,0,-10,0,2,-7,-2,0,-6
CCC(C)c1ccc(NC(=S)NC2CCN(Cc3ccccc3)CC2)cc1 (stereo not given),-2.3,-15,1,-14,-16,8,8,-2,2,-21
COC(c1ccc(Cl)cc1)(c1ccc(Cl)cc1)C(Oc1nc(C)cc(C)n1)C(=O)O (stereo not given),2.2,11,1,-13,6,-7,-5,-5,-3,-10
Cc1sc(NC(=O)CN(Cc2ccc(F)cc2)C(=O)C(C)(C)C)c(C(N)=O)c1C,-0.6,2,-2,-10,25,0,-11,x,0,-14
CCOc1ccc(-n2cc(-c3ccccc3)c3c(N4CCOCC4)ncnc32)cc1,-3.9,-3,-2,-26,82*,1,2,-1,2,-11
COc1ccc(/C=N/NC(=O)c2ccc(-c3ccccc3)cc2)cc1O,0.9,-7,1,-1,29,4,5,0,-4,2
Cc1ccc(S(=O)(=O)N2CCN(C(=O)CN3C(=O)NC(C)(CCC(C)C)C3=O)CC2)c(C)c1 (stereo not given),-0.9,-15,-4,5,15,3,-13,0,-1,-1
Cc1cccc(C)c1NC(=O)C1CCCN1S(=O)(=O)c1ccc(-c2ccc(=O)[nH]n2)s1 (stereo not given),-2.2,-8,-1,-26,14,4,0,-1,1,7
O=C1c2ccccc2C(Nc2ccc(-c3nc4ccccc4[nH]3)cc2)N1Cc1ccco1 (stereo not given),1.5,-22,4,-10,26,-1,3,25,x,x
Cc1ccc2nc3nc(NCC4CCCO4)c(C(=O)NC4CCCC4)cc3c(=O)n2c1 (stereo not given),-3.5,0,4,-67,-1,0,-11,0,1,1
Cc1occc1C(=O)N/N=C/c1ccc[nH]1,-3.1,3,1,-8,-4,-1,-2,0,-3,19
O=C(COC(=O)CCC(=O)c1ccc(F)cc1)NCCc1ccccc1,1.3,10,1,-5,x,-2,-6,-2,-4,0
CC(C)[C@H](NC(=O)[C@@H]1Cc2ccccc2CN1)C(=O)Nc1ccc2c(c1)OCCO2,x,-12,1,-7,-6,6,-2,-1,3,-6
COc1ccc(-c2nc(CS(=O)(=O)CC(=O)NC3CCCCC3C)c(C)o2)cc1 (stereo not given),0.0,-32,-2,-15,19,1,-9,-1,2,-13
CCc1c(C)nc2ncnn2c1NCCc1ccc(Cl)cc1,-1.4,-10,0,-18,31,4,-8,-2,47,-20
Cc1[nH]n(-c2ccccc2)c(=O)c1N=Nc1ccc2c(c1)OCCO2,0.9,-4,0,-1,11,-3,-9,35*,9,74
COc1cc2c(cc1OC)C(=S)NC1(CCCC1)C2,-0.9,9,0,7,11,-3,-4,-1,-2,4
Cc1ccc2nc(SCC(=O)Nc3ccc(F)cc3F)nc(=O)n2c1,0.3,-32,1,-11,-15,12,-3,4,0,14
c1ccc(-c2cc(-c3ccncc3)nc3ccc4ccccc4c23)cc1,-0.4,1,0,-9,39,0,-4,-4,-2,-6
CCCn1c(=O)c2ccccc2n2c(SCCOc3ccc(OC)cc3)nnc12,0.2,-15,-1,5,-16,6,-5,-2,18,2
O=C(c1ccco1)N1CCN(C(=O)c2ccc(CS(=O)c3ccc(F)cc3)o2)CC1 (stereo not given),1.4,-13,-3,8,-10,0,-2,0,-3,-8
CC(=O)N[C@@H](Cc1ccc(O)cc1)CN1C(N)=NC[C@@H]1CC(C)C,0.1,-19,1,-6,-24,6,-1,0,x,8
Cc1c(NS(=O)(=O)c2ccc3c(c2)c(=O)n(C)c(=O)n3C)c(=O)n(-c2ccccc2)n1C,-1.3,0,-2,-17,-41,0,-1,x,-3,1
CCN(CC)c1ccc(/C=N/N2CCOCC2)c(O)c1,-2.0,-24,12,-6,-28,-2,-9,x,6,109*
Cc1cc(S(=O)(=O)NCCCn2ccnc2)c(C)cc1Cl,2.7,4,0,7,-16,-1,1,-1,1,x
O=C(CSc1nnc(CNC(=O)c2ccco2)o1)NC1CCCC1,-1.2,6,3,-11,11,-4,3,x,2,-4
CCCc1[nH]n(-c2ccc([N+](=O)[O-])cc2)c(=O)c1C=NCCCn1ccnc1,-0.3,-7,3,20,14,2,-14,1,0,4
COc1ccc(N(C(=O)c2ccco2)C(C(=O)NC2CCCC2)c2ccc(N(C)C)cc2)cc1 (stereo not given),0.6,2,1,-6,-22,2,-4,x,8,-3
CN(C)C(=O)CSc1nnc(-c2cccs2)n1-c1ccccc1,0.7,14,-1,2,x,8,3,0,-5,3
CCCCN(C)CCNC(=O)C1CCN(S(=O)(=O)c2cccc3nsnc23)CC1,-1.7,-9,1,-10,-34,2,-4,-3,1,15
S=C(Nc1ccccc1Cl)N1CCCC(c2ccccc2)=N1,0.4,-34,-4,-5,34,2,-8,1,-2,x
CN(C)c1ccc(C(=S)N2CCOCC2)cc1,-1.3,9,-63,-8,32,0,-4,-5,0,x

# Some entries already given with just V-ATPase pHluor and MITF act:
smiles | V-ATPase pHluor | MITF act
Cc1cc(C(=O)NP(=O)(N2CCOCC2)N2CCOCC2)c(C)n1-c1ccc(N(C)C)cc1 | 0 | -6
Cc1ccc2nc(SCC(=O)Nc3ccc(F)cc3F)nc(=O)n2c1 | 1 | 14
Cc1ccc(S(C)(=O)=O)cc1C(=O)NC(C)C1CC2CCC1C2 (stereo not given) | 2 | 15

# The list goes on:
SMILES,CDK5 inh,HTR5A inv ag,V-ATPase pHluor,PvdQ inh,SR-BI HDL uptake,HTR5A ag,dFosB act,Wnt bcat act,NSD2 HMT inh,MITF act
COCCN(Cc1ccc(C)c(Br)c1)C(=O)Cn1cnc(S(=O)(=O)N2CCCC2)c1,0.0,-7,1,-3,-21,-3,-15,-1,-1,-7
COc1cc2c(cc1NC(=O)CSc1nnc(COc3ccc(Cl)cc3)n1C)oc1ccccc12,-0.1,-6,1,-4,47,3,0,x,-2,0
CN(C(=O)CSc1nnc(-c2ccc(F)cc2)n1C)C1CCS(=O)(=O)C1 (stereo not given),0.2,-19,10*,-13,2,1,4,2,-1,-5
O=C(Cn1ncc2c3ccccc3n(Cc3ccccc3)c2c1=O)NCCCN1CCCC1=O,0.9,10,-1,2,-20,4,-7,-1,-1,2
O=C(COc1ccccc1)Nc1ccccc1F,0.9,2,0,-1,-5,-1,5,1,-4,x
Cc1ccnc(NS(=O)(=O)c2ccc(NC(=O)Cc3ccccc3)cc2)n1,-1.6,7,0,5,1,3,2,1,5,6
CCN(CC(=O)Nc1c(F)cccc1F)C(=O)c1csc2c1CCCC2,-1.0,-23,-1,1,-8,8,0,0,-2,-2
CCOc1cc(C2C(C(=O)OC)=CN(C3CCCC3)C=C2C(=O)OC)cc(Br)c1O,-0.6,2,1,-5,20,-1,-4,x,-4,-6
COc1ccccc1CNC(=O)COC(=O)c1cccs1,0.8,12,-4,-20,3,0,2,3,3,16
C=CC(=O)Nc1sc2c(c1C(N)=O)CCCC2,16,-42,9,12,-7,14,6,-5,x,x
CCOc1cccc2c1OC1(C)CC2NC(=O)N1Cc1ccccc1 (stereo not given),0.9,5,0,9,8,-2,1,-1,-3,2
Cc1cccc(C)c1NC(=O)c1sc(Cl)nc1C,-1.4,18,1,-14,-13,-7,2,-1,-2,1
COc1cc(CCC(=O)Nc2ccc(S(=O)(=O)NC3=NCCCCC3)cc2)cc(OC)c1OC,1.9,-2,8,-11,-1,1,-10,-1,-6,-17
N#CC(OC(=O)c1ccccc1)c1ccccc1 (stereo not given),-0.1,10,0,6,8,-1,0,1,x,18
Cc1cc2c(cc1S(=O)(=O)N1CCN(c3cccc(C)c3C)CC1)OCCN2C,0.2,18,1,3,-16,-6,-5,-2,x,-3
CSc1ncccc1C(=O)OCn1nnc2ccccc2c1=O,1.3,-26,-1,-9,3,-3,-2,-4,x,-3
COc1ccc(CN2CCC(Oc3ccc(C(=O)N4CCCC4)cc3)CC2)c(F)c1,3.0,4,-2,-5,7,-1,-4,5,5,-7
CCOc1cc(/C=C/c2cc(C(=O)O)c3ccccc3n2)ccc1O,-0.7,15,-1,19,7,-3,10,x,0,-26
Cc1cc(C(=O)CSc2ccc3c(c2)OCCO3)c(C)n1C1CC1,1.1,-8,3,-13,12,-2,-10,16,0,29
CNc1c(NS(=O)(=O)c2ccc(F)cc2)c(=O)oc2ccccc12,-1.8,-9,1,-27,3,-2,9,-1,x,-3

# Structures listed so far printed as active in SR-BI HDL uptake:
SMILES | CDK5 inh | V-ATPase pHluor | PvdQ inh | SR-BI HDL uptake | dFosB act | Wnt bcat act | NSD2 HMT inh | MITF act
CCOc1ccc(-n2cc(-c3ccccc3)c3c(N4CCOCC4)ncnc32)cc1 | -3.9 | -2 | -26 | 82* | 2 | -1 | 2 | -11

# Carrying on:
SMILES,CDK5 inh,HTR5A inv ag,V-ATPase pHluor,PvdQ inh,SR-BI HDL uptake,HTR5A ag,dFosB act,Wnt bcat act,NSD2 HMT inh,MITF act
COc1ccc2c(c1)nc(NCCCO)n2Cc1ccccc1,0.9,-18,1,-6,-3,7,-8,4,1,6
CC(C)C(NS(=O)(=O)c1cccs1)C(=O)N1CCC(C(N)=O)CC1 (stereo not given),0.3,-29,-2,1,-18,12,-4,2,-5,-2
COc1ccc(OCC(=O)Nc2ccc3c(c2)nc(CCn2ccccc2=O)n3C)cc1,0.2,-3,3,-8,15,1,0,-2,-8,1
O=C(Nc1ccc(N2CCCCC2)c(C(=O)O)c1)c1ccco1,1.2,-22,-1,8,-34,10*,-2,2,0,-10
CCC/C(=N\NC(=O)c1csc(C)c1C)c1cccs1,1.4,-46,1,8,12,-6,1,-1,-1,70
CN(C)CCNc1nc2c(c(=O)[nH]c(=O)n2C)n1CC(O)COc1ccc(Cl)cc1Cl (stereo not given),1.1,-2,-5,-4,-16,1,-3,x,5,-14
Clc1ccc(NNc2ccnc3cc(Cl)ccc23)cc1,0.1,-5,3,-15,37,8,1,x,49,x
CC(C)N(C(=O)COC(=O)[C@H](C)NC(=O)c1ccco1)c1ccccc1,0.0,-5,-1,7,-2,2,-6,-1,-1,5
CCOC(=O)C1CC2=C(CCCC2=O)NC1=O (stereo not given),-1.8,4,0,-7,13,-1,-1,-1,x,10
O=C(/C=C/c1ccco1)N1CCN(c2ccccc2)CC1,-1.4,-34,2,-10,-7,-2,-3,7,5,-1

# Bioassay records: PubChem, several laboratories
